Bioassay records deposited in PubChem by Broad Institute.
EWS-Fli block: inhibitors of EWS/Fli oncoprotein transcriptional activity. AID 651661. inhibition, % at 12.6 µM. A673 NR0B1-luciferase reporter, viability-normalised. actives 0.67% (n = 350,000);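 active means mean inhibition of at least 50% after viability correction, with every replicate also passing that limit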;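 further: firefly luciferase signal divided by Alamar Blue viability fluorescence both relative to DMSO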
esBAF inh: inhibitors of esBAF chromatin remodeling in mouse ES cells; reporter increase, % at 12.5 µM; Bmi1-luciferase knock-in reporter, 24 h; 100% = twice the neutral-well signal; AID 602393; actives 2% (n = 350,000); in the data active means activation above about 40%;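 further: 0% = median of the plate's neutral control wells and 100% = double that signal; a rise in the Bmi1 reporter signal indicates esBAF inhibition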
E-sel inducer: E-selectin induction on HUVECs. P16581. HUVEC E-selectin immunofluorescence imaging; normalized: neutral wells 0, TNF-alpha wells 100. activation, % at 7.58 µM. actives 0.37% (n = 260,000). AID 686992;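 active means mean E-selectin-positive cell signal at least 10% of the positive control, reached in at least 60% of replicates, without over 20% cell loss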;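 further: in these data hits start at about 27%; measured in HUVEC primary endothelial cells; signal is the percent of cells scored E-selectin positive by PE staining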
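Assay system: HUVEC, human umbilical vein endothelial cells / Amount: 3,000 HUVEC/well / Controls: TNF-alpha positive control, DMSO neutral control / Compound dosing: single concentration / Medium: EGM-2 over gelatin coat / Evaluation: percent E-selectin-positive cells / Signal: immunofluorescence imaging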
S100A4 MyoIIA: S100A4-myosin IIA interaction inhibition. actives 0.14% (n = 360,000). S100A4/TAMRA-MyoIIA peptide fluorescence polarization. AID 652163. inhibition, % at 10.7 µM;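 active means mean inhibition of at least 70% across replicates, with every replicate also reaching that level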
Target sequence (P26447 whole entry, looked up): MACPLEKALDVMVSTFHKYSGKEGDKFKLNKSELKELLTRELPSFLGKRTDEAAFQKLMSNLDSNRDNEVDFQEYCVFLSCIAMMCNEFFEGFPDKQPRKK
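Test system: S100A4 monomer protein; Medium: HEPES pH 7.2 with CaCl2, KCl, NaCl, DTT, Triton; Probe or stimulus: TAMRA-labelled myosin IIA heavy-chain peptide probe, 5 nM; Doses: one dose per compound; Times: polarization read 5 min after assay mix addition, stable 5–60 min; Benchmarks: neutral control DMSO, positive control TFP.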
FN deposit inh: fibronectin deposition inhibition; inhibition, % at 12.6 µM; AID 743247; actives 0.086% (n = 350,000); AH1F fibroblasts, Alexa488-fibronectin deposition fluorescence, overnight;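 active means mean inhibition across replicates of 30% or more, regardless of how many single replicates reach that level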;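 further: positive control wells lacked labelled fibronectin entirely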
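Assay system: AH1F fibroblasts assembling fluorescent fibronectin matrix; Amount: 10000 AH1F cells per well; Buffer or medium: DMEM, 2% serum; Probe or stimulus: Alexa488-fibronectin, 24 nM final in well; Doses: single compound dose, delivered by pin transfer; Incubation: 1 h adhesion, overnight exposure; Measured by: fluorescence 485/525 nm; Read-out: fibronectin deposition inhibition.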
RAD52 anneal inh: inhibitors of human RAD52 DNA annealing | recombinant RAD52 DNA annealing, FRET fluorescence | AID 651710 | actives 0.46% (n = 360,000) | P43351 | inhibition, % at 18.7 µM;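 active means every replicate showing at least 50% inhibition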
RAD54 inh: blocks human RAD54 Holliday junction branch migration. FAM/BHQ fluorescence. inhibition, % at 10.4 µM. actives 0.14% (n = 360,000);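 active means mean normalized replicate activity at least 40 and at least half of replicates scoring 40 or more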;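 further: 0% = median of neutral control wells and 100% = median of positive control wells; inhibitors cause a drop in the FAM fluorescence signal; in these data hits start at about 50%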
Target sequence (Q92698 whole entry, looked up): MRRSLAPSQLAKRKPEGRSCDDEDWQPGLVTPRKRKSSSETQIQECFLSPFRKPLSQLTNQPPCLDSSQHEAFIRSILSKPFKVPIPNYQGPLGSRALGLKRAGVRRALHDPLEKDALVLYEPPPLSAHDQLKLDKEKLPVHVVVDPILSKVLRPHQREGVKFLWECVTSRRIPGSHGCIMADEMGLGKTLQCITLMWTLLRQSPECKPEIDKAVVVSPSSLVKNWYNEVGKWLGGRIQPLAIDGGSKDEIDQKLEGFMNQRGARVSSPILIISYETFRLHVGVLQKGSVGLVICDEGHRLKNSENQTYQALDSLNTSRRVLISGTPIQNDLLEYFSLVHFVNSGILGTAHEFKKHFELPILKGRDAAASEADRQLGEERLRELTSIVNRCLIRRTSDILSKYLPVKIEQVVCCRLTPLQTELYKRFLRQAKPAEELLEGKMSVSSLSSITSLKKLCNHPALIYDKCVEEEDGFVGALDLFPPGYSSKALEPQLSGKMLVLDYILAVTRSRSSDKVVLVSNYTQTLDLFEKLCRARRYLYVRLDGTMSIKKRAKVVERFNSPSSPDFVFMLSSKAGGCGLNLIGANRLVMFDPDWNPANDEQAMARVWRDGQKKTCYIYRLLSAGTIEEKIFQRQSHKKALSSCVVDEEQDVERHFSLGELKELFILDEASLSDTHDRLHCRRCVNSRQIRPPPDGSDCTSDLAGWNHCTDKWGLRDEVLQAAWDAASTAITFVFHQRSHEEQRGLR
XiGFP reactiv: X-chromosome reactivation activator. XiGFP mouse fibroblasts, % GFP-positive cells imaging, 3 d; cells co-treated with 5-aza-dC sensitizer; scaled so ellipticine positive control = 100%. activation, % at 7.58 µM. actives 0.055% (n = 360,000);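 active means mean normalized replicate activation at least 10% and every replicate at or above 10%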;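 further: 0% = median of on-plate neutral control wells and 100% = ellipticine 6 µM median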
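System: SV40-immortalized XiGFP fibroblast cells, line 68-5-11 / Incubation: 3-day compound exposure, then 15 min fixation at room temperature / Compound: single concentration per compound, delivered by pin transfer / Buffer or medium: DMEM plus 5-aza-dC sensitizer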
* hit, by the source's call.

Cc1cccc(NC(=O)NCC2CCN(c3ccc(S(=O)(=O)N4CCOCC4)cc3)CC2)c1 was read as EWS-Fli block 8, esBAF inh -4, S100A4 MyoIIA 0, FN deposit inh -2, RAD52 anneal inh -4, RAD54 inh -7 and XiGFP reactiv 0.0.
C[C@@H]1CN([C@H](C)CO)C(=O)c2cccc(NC(=O)c3cnccn3)c2O[C@H]1CN(C)C(=O)Nc1ccccc1 was read as EWS-Fli block 6, esBAF inh 2, E-sel inducer 0.0, S100A4 MyoIIA 4, RAD52 anneal inh -7, RAD54 inh 11 and XiGFP reactiv 0.0.
Screening COC(=O)c1c(NC(=O)COC(=O)[C@@H](NS(=O)(=O)c2cccc(Cl)c2)C(C)C)sc2c1CCC2 returned EWS-Fli block 6, S100A4 MyoIIA 5, FN deposit inh -11, RAD52 anneal inh -27, RAD54 inh 0 and XiGFP reactiv -0.1.
`COc1cc(/C=C2\SC(=Nc3ccc(O)cc3)NC2=O)cc(OC)c1O` gave EWS-Fli block 3, S100A4 MyoIIA 3, FN deposit inh 16, RAD52 anneal inh -19 and XiGFP reactiv -0.1.
Screening O=C(COc1ccc(Cl)cc1)Nc1cc(NC(=O)COc2ccc(Cl)cc2)cc(C(=O)O)c1 returned EWS-Fli block 4, esBAF inh 0, E-sel inducer 0.4, S100A4 MyoIIA 8, FN deposit inh 3, RAD52 anneal inh -25, RAD54 inh 7 and XiGFP reactiv 0.2.
Screening CN(C)S(=O)(=O)c1cccc(C(=O)NCCNC(=O)c2cccc(S(=O)(=O)N(C)C)c2)c1 returned EWS-Fli block 11, esBAF inh 10, E-sel inducer 0.1, S100A4 MyoIIA -4, FN deposit inh 1, RAD52 anneal inh 0, RAD54 inh -9 and XiGFP reactiv 0.0.
`CO[C@@H]1CN(C)C(=O)c2ccc(NC(=O)Nc3cccc(Cl)c3)cc2OC[C@@H](C)NC[C@H]1C` gave EWS-Fli block 5, esBAF inh 4, E-sel inducer 0.9, S100A4 MyoIIA -1, FN deposit inh -4, RAD52 anneal inh 23, RAD54 inh 3 and XiGFP reactiv 0.1.
For COC(=O)Oc1ccc(/C=N/NS(=O)(=O)c2ccccc2)cc1OC the results were EWS-Fli block 17, esBAF inh 6, E-sel inducer 0.0, S100A4 MyoIIA 2, FN deposit inh 7, RAD52 anneal inh 3, RAD54 inh -2 and XiGFP reactiv 0.3.
For CCCSc1nnc(NC(=O)CCc2ccccc2)s1 the results were EWS-Fli block -4, esBAF inh -1, E-sel inducer 0.4, S100A4 MyoIIA 5, FN deposit inh 0, RAD52 anneal inh -10, RAD54 inh 10 and XiGFP reactiv 0.2.
For O=C(Nc1ccccc1)N1CC(=O)N2[C@H](C1)[C@H](c1ccc(C#Cc3cccnc3)cc1)[C@@H]2CO the results were EWS-Fli block 0, E-sel inducer 0.8, S100A4 MyoIIA 5, RAD52 anneal inh -16 and XiGFP reactiv 0.2.
`CN(C)C(=O)c1cc(C(=O)c2ccccc2Br)c[nH]1` gave EWS-Fli block -12, esBAF inh 18, E-sel inducer 0.0, S100A4 MyoIIA 1, FN deposit inh 1, RAD52 anneal inh -11, RAD54 inh -2 and XiGFP reactiv 0.2.
CCOC(=O)C1(Cc2cccc(Cl)c2)CCCN(C(=O)CCNC(C)=O)C1 (stereo unspecified) was read as EWS-Fli block -2, esBAF inh -1, S100A4 MyoIIA 0, FN deposit inh -1, RAD52 anneal inh -4, RAD54 inh 0 and XiGFP reactiv 0.2.
Screening C[C@H]1CN([C@@H](C)CO)C(=O)c2cc(-c3ccc(F)cc3)cnc2O[C@H]1CN(C)C(=O)Nc1ccccc1F returned EWS-Fli block -10, esBAF inh -4, E-sel inducer 3.0, S100A4 MyoIIA 6, FN deposit inh -1, RAD52 anneal inh -2, RAD54 inh 3 and XiGFP reactiv -0.5.
Screening O=C(Nc1ccc2c(c1)[C@H]1C[C@@H](CC(=O)N3CCOCC3)O[C@H](CO)[C@H]1O2)C1CCOCC1 returned EWS-Fli block 1, esBAF inh 1, E-sel inducer 0.1, S100A4 MyoIIA 3, FN deposit inh -8, RAD52 anneal inh 3, RAD54 inh 4 and XiGFP reactiv 0.4.
`Cc1noc(C)c1S(=O)(=O)N(C)C[C@@H]1Oc2ccc(NS(=O)(=O)c3cn(C)cn3)cc2CC(=O)N([C@H](C)CO)C[C@@H]1C` gave EWS-Fli block -12, esBAF inh -2, E-sel inducer 15, S100A4 MyoIIA 3, FN deposit inh -2, RAD52 anneal inh -8, RAD54 inh -4 and XiGFP reactiv 0.2.
`COCC(=O)N1CCCCN2[C@@H](CO)[C@H](c3ccc(C#Cc4cccnc4)cc3)[C@@H]2C1` gave EWS-Fli block -12, E-sel inducer 0.2, S100A4 MyoIIA -3, RAD52 anneal inh -3, RAD54 inh 0 and XiGFP reactiv 1.3.
Screening COc1ccc(S(=O)(=O)N2CCOCC2)cc1NC(=O)CN(C)Cc1c(F)cccc1Cl returned EWS-Fli block 17, E-sel inducer -1.8, S100A4 MyoIIA -2, RAD52 anneal inh -13 and XiGFP reactiv 0.2.
`O=C(O)CN1C(=O)S/C(=C\c2ccc3c(c2)OCO3)C1=O` gave EWS-Fli block 3, S100A4 MyoIIA -2, FN deposit inh 4, RAD52 anneal inh -24 and XiGFP reactiv -0.1.
`Cc1cccc(N2CCN(C(=O)CNC(=O)c3cccc([N+](=O)[O-])c3)CC2)c1C` gave EWS-Fli block 4, esBAF inh 3, E-sel inducer -0.1, S100A4 MyoIIA -1, FN deposit inh 2, RAD52 anneal inh -4, RAD54 inh -1 and XiGFP reactiv -0.1.
COc1ccc(CC(=O)OCC(=O)Nc2ccc(N3CCOCC3)cc2)cc1 was read as EWS-Fli block -4, esBAF inh -7, E-sel inducer -0.2, S100A4 MyoIIA 0, FN deposit inh 8, RAD52 anneal inh -7 and XiGFP reactiv 0.2.

Next section, overlapping the part above by two compounds.
`Cc1cccc(N2CCN(C(=O)CNC(=O)c3cccc([N+](=O)[O-])c3)CC2)c1C` gave EWS-Fli block 4, esBAF inh 3, E-sel inducer -0.1, S100A4 MyoIIA -1, FN deposit inh 2, RAD52 anneal inh -4, RAD54 inh -1 and XiGFP reactiv -0.1.
COc1ccc(CC(=O)OCC(=O)Nc2ccc(N3CCOCC3)cc2)cc1 was read as EWS-Fli block -4, esBAF inh -7, E-sel inducer -0.2, S100A4 MyoIIA 0, FN deposit inh 8, RAD52 anneal inh -7 and XiGFP reactiv 0.2.
For Cc1cc(C)cc(Nc2nc(-c3ccc(S(=O)(=O)N4CCCC4)cc3)cs2)c1 the results were EWS-Fli block 4, S100A4 MyoIIA -2, FN deposit inh -17, RAD52 anneal inh -6 and XiGFP reactiv 0.0.
For O=C(NC1CCCCC1)n1c(=O)oc2ccc(Cl)cc21 the results were EWS-Fli block -27, esBAF inh 19, S100A4 MyoIIA 2 and RAD52 anneal inh -1.
CC(C)c1ccc(C2C(C#N)=C(N)Oc3c2oc(CO)cc3=O)cc1 (stereo unspecified) was read as EWS-Fli block 5, E-sel inducer 0.2, S100A4 MyoIIA -3, FN deposit inh -11, RAD52 anneal inh -10 and XiGFP reactiv 0.0.
O=C(Nc1nnc(SCC(=O)N2CCCC2)s1)C1CC(=O)N(c2ccc(F)cc2)C1 (stereo unspecified) was read as EWS-Fli block -8, esBAF inh -3, E-sel inducer 3.1, S100A4 MyoIIA -5, FN deposit inh -2, RAD52 anneal inh -15, RAD54 inh -15 and XiGFP reactiv 0.0.
For CCC(c1nnc(SCC(=O)Nc2ccc(C(C)=O)cc2)n1C1CCCCC1)N(C)C (stereo unspecified) the results were EWS-Fli block 11, S100A4 MyoIIA 0, FN deposit inh 6, RAD52 anneal inh -6, RAD54 inh 2 and XiGFP reactiv 0.2.
CC(=O)Nc1nc(-c2ccc3c(c2)CCN3S(C)(=O)=O)cs1 was read as EWS-Fli block -77, esBAF inh 24, S100A4 MyoIIA 17, RAD52 anneal inh -13, RAD54 inh 5 and XiGFP reactiv 0.0.
Screening CCCCNc1c(-c2ccc(OC)c(SC3CCCCC3)c2)nc2ccc(Cl)cn12 returned EWS-Fli block 21, esBAF inh -8, E-sel inducer -0.2, S100A4 MyoIIA -8, FN deposit inh 3, RAD52 anneal inh -6, RAD54 inh 5 and XiGFP reactiv -0.1.
Screening CCC1(c2ccccc2)NC(=O)N(CC(=O)NCC2COc3ccccc3O2)C1=O (stereo unspecified) returned EWS-Fli block -4, esBAF inh -7, E-sel inducer 0.2, S100A4 MyoIIA 1, FN deposit inh 0, RAD52 anneal inh -12, RAD54 inh 0 and XiGFP reactiv 0.1.
`C[C@@H]1CN([C@H](C)CO)C(=O)c2cccc(NC(=O)Nc3ccccc3)c2O[C@H]1CN(C)Cc1ccc2c(c1)OCO2` gave EWS-Fli block 2, esBAF inh 5, E-sel inducer -2.4, S100A4 MyoIIA -1, RAD52 anneal inh 10, RAD54 inh -8 and XiGFP reactiv -1.4.
For Nn1c(SCC(=O)NC2CCCc3ccccc32)nnc1C1CC1 (stereo unspecified) the results were EWS-Fli block -7, esBAF inh 1, S100A4 MyoIIA 4, FN deposit inh -4, RAD52 anneal inh -27, RAD54 inh 3 and XiGFP reactiv 0.0.
Screening CCN=C1NC(c2cccc(Cl)c2)C(C(=O)OC)=C(C)N1Cc1ccc(C(F)(F)F)cc1 (stereo unspecified) returned EWS-Fli block 29, E-sel inducer -0.4, S100A4 MyoIIA 0, FN deposit inh -5, RAD52 anneal inh 39 and XiGFP reactiv 0.3.
`O=C(C[C@@H]1C=C[C@@H](NC(=O)c2ccccc2)[C@H](CO)O1)NCCc1ccncc1` gave EWS-Fli block 4, esBAF inh 0, E-sel inducer -0.1, S100A4 MyoIIA -2, FN deposit inh -4, RAD52 anneal inh -1, RAD54 inh -3 and XiGFP reactiv 0.4.
Fc1ccc(/C=N/NC(=S)NCCc2ccccc2)cc1F was read as EWS-Fli block 4, esBAF inh -1, E-sel inducer 0.1, S100A4 MyoIIA 3, FN deposit inh 12, RAD52 anneal inh 5, RAD54 inh 5 and XiGFP reactiv 0.0.
COc1ccccc1-c1nnc(NC(=O)c2ccc(S(=O)(=O)N3CCCC3)cc2)o1 was read as esBAF inh -12, E-sel inducer 0.0, S100A4 MyoIIA 1, FN deposit inh -6, RAD52 anneal inh -4, RAD54 inh 26 and XiGFP reactiv -0.1.
`Cn1c(SCC(=O)NNC(=O)Cc2ccccc2)nnc1-c1ccc(Cl)cc1` gave esBAF inh 7, E-sel inducer -2.2, FN deposit inh 2 and RAD54 inh -3.
Screening O=C(/C=C/c1ccco1)c1cccc([N+](=O)[O-])c1 returned EWS-Fli block 5, E-sel inducer -0.1, S100A4 MyoIIA -1, FN deposit inh -6, RAD52 anneal inh -12 and XiGFP reactiv 0.5.
For N/C(CC(=O)Nc1ccc(F)cc1)=N\O the results were EWS-Fli block 6, S100A4 MyoIIA -2, FN deposit inh -7, RAD52 anneal inh -17, RAD54 inh -2 and XiGFP reactiv 0.0.
Cc1c(C(=O)NCc2ccc([N+](=O)[O-])cc2)sc(=O)n1Cc1ccc2c(c1)OCO2 was read as EWS-Fli block 20, esBAF inh -7, S100A4 MyoIIA -3, FN deposit inh 5, RAD52 anneal inh -14, RAD54 inh 4 and XiGFP reactiv 0.1.

No enrichment for hits (roughly 3% active in at least one column).
